Screening data (PubChem)
UPR CHOP act = activators of apoptotic arm of unfolded protein response (CHOP); CHO-CHOP luciferase reporter, UPR activation, luminescence; percent of tunicamycin response over DMSO baseline; activation, % at 10 µM; 330,000 compounds, 0.34% hits; AID 449763;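 active = at 10 µM dose, activation of 40% or more, normalized to positive control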;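 also: 100% = tunicamycin at 10 µg/mL and 0% = DMSO alone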
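Material: CHO-CHOP cells, stable luciferase reporter of PERK-eIF2a-CHOP signalling; quantity: 500 reporter cells seeded per well; buffer or medium: F12 medium containing 10% fetal bovine serum; compound: one dose, 10 µM in 0.5% DMSO; incubation: 6 h compound treatment, 37 °C; measured by: Steady-Glo luciferase luminescence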
Jurkat NFkB inh = inhibitors of the PMA/ionomycin-induced NF-kB reporter in Jurkat cells; inhibition, % at 4 µM; 330,000 compounds, 0.53% hits; PMA/ionomycin-induced NF-kB luciferase reporter, luminescence; in the data active = inhibition above about 50%
EBI2 antag = blocks human EBI2 receptor beta-arrestin signaling; P32249; EBI2 beta-arrestin recruitment, luminescence, 7a,25-OHC stimulated; inhibition, % at 5 µM; 360,000 compounds, 0.81% hits; in the data active = inhibition above about 38%;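 also: enzyme fragment complementation signal reports receptor beta-arrestin coupling in cells; 0% = agonist plus DMSO wells and 100% = wells without agonist; some results beyond the cut were filed as inactive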
697 NFkB inh = inhibitors of the PMA/ionomycin-induced NF-kB reporter in 697 B cells; 697 B-cell NF-kB luciferase reporter, 16 h; inhibition, % at 4 µM; 330,000 compounds, 0.33% hits; AID 435022; in the data active = inhibition above about 35%
CXCR6 block = CXCR6 (human) receptor inhibition; inhibition, % at 20 µM; O00574; 360,000 compounds, 0.36% hits; CHO-K1 PathHunter CXCR6 beta-arrestin, luminescence; AID 602244; in the data active = inhibition above about 34%, passing the limit was not always enough;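 also: antagonist mode with CXCL16 agonist at 10 nM final; 0% = 10 nM CXCL16 with DMSO and 100% = unstimulated wells without agonist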
XBP1 UPR activ = adaptive UPR (XBP1) activation; activation, % at 20 µM; 330,000 compounds, 0.33% hits; CHO-XBP1 luciferase reporter, IRE1-XBP1 UPR activation, luminescence; percent of tunicamycin response, DMSO as zero;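 active = versus positive control, 20 µM dose yields 30% or more activation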;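 also: 100% = tunicamycin at 10 µg/mL and 0% = DMSO only wells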
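Material: IRE1-XBP1 luciferase reporter CHO line / Quantity: one thousand reporter cells per well / Buffer or medium: F12 with 10% serum / Compound: 20 µM single concentration, DMSO 1% / Times: 6 h treatment, 37 °C / Detection: Steady-Glo luciferase glow luminescence, 10 min after reagent addition / Benchmarks: tunicamycin high, DMSO low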
Mdm2 MdmX PPI = human Mdm2/MdmX binding inhibition; SaOS-2 split-luciferase Mdm2/MdmX complementation, luminescence; O15151+Q00987; AID 485346; 330,000 compounds, 3% hits; inhibition, % at 8 µM;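 active = inhibition of at least 50% at 8 µM in the primary screen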
Target sequence (O15151 whole entry, looked up): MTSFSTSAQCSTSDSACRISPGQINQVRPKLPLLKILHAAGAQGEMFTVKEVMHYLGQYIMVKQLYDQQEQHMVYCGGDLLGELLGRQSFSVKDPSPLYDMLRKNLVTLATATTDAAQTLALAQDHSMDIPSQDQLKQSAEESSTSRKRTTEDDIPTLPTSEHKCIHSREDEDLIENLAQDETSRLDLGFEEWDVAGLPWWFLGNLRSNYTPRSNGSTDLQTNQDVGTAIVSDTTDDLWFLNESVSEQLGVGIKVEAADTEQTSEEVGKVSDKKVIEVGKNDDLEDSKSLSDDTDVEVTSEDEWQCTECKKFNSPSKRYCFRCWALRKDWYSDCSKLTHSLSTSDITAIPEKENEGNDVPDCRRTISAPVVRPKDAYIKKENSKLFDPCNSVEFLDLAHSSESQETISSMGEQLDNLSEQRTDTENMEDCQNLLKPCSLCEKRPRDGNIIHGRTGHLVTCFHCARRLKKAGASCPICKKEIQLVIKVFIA
Target sequence (Q00987 whole entry, looked up): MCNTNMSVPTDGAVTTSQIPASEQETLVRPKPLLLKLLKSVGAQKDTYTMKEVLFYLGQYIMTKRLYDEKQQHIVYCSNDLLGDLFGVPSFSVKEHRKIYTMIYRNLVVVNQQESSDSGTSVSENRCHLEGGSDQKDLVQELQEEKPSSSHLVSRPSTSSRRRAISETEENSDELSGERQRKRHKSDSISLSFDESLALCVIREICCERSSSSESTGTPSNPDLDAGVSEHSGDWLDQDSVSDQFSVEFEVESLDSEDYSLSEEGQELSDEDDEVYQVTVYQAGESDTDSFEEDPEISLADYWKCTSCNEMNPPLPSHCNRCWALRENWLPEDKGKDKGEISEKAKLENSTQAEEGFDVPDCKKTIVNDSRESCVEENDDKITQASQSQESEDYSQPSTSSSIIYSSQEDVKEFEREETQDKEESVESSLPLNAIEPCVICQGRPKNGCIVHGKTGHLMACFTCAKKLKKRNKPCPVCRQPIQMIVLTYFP
Gli-Sufu block = blocks Gli-Sufu signaling in a luciferase reporter. Sufu-KO-LIGHT fibroblasts, Gli luciferase reporter luminescence. inhibition, % at 5 µM. 340,000 compounds, 0.74% hits;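 active = inhibition above about 55%, limit read from the data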;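 also: 0% = DMSO-treated cells and 100% = wells with medium but no cells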
CCR6 antagonist = CCR6 (human) receptor antagonism. P51684. CHO-K1 CCR6 PathHunter beta-arrestin, luminescence, CCL20-stimulated. inhibition, % at 20 µM. 340,000 compounds, 0.49% hits. AID 493098;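 active = compounds whose inhibition of the agonist-driven luminescence signal at 20 µM reaches about 50%, limit read from the data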;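 also: cells stimulated with CCL20 at 14 nM final; plate controls were DMSO with CCL20 for no effect and DMSO without agonist for full effect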
* = called active by the depositor; x = not tested or not shown. No enrichment for hits (roughly 5% active in at least one column).

Start of the data: the first two records as a preview:
structure,UPR CHOP act,Jurkat NFkB inh,EBI2 antag,697 NFkB inh,CXCR6 block,XBP1 UPR activ,Mdm2 MdmX PPI,Gli-Sufu block,CCR6 antagonist
Cc1ccc(/C(O)=C2\C(=O)C(=O)N(C)C2c2ccc(Br)cc2)cc1 (stereo unspecified),1.6,1,0,19,6,0,26,0,14
CCOC(=O)C1CCCN(CCC(=O)Nc2ccccc2)C1 (stereo unspecified),-3.8,-31,3,-49,1,-3,8,38,-1

Results (from the top)
structure,UPR CHOP act,Jurkat NFkB inh,EBI2 antag,697 NFkB inh,CXCR6 block,XBP1 UPR activ,Mdm2 MdmX PPI,Gli-Sufu block,CCR6 antagonist
Cc1ccc(/C(O)=C2\C(=O)C(=O)N(C)C2c2ccc(Br)cc2)cc1 (stereo unspecified),1.6,1,0,19,6,0,26,0,14
CCOC(=O)C1CCCN(CCC(=O)Nc2ccccc2)C1 (stereo unspecified),-3.8,-31,3,-49,1,-3,8,38,-1
Cc1cc(NC(=O)CC2CCCC2)ccc1Br,4.0,-40,1,-54,-2,1,-2,13,22
Cc1ccc(-n2nc3c(=O)n(CCCC(=O)NCc4ccc(Cl)cc4)nc(C)c3c2C)cc1,6.9,16,19,-7,10,1,30,13,22
O=C(CCS(=O)(=O)c1ccccc1)Nc1nc(-c2cccs2)cs1,1.1,-13,12,-18,-8,2,97*,-3,-4
CCOC(=O)[C@@H]1[C@H]2COc3ccc(Br)cc3[C@@H]2N2C(=O)N(c3cccc(Cl)c3)C(=O)[C@@]12C,0.7,3,10,23,-1,-2,28,10,12
COc1ccc(CCn2c(-c3cc([N+](=O)[O-])cc([N+](=O)[O-])c3)nc3nc4ccccc4nc32)cc1,3.2,12,-4,-1,-8,-4,21,1,-5
Cc1ccc(C)c(C(=O)COC(=O)c2ccccc2N2C(=O)C3C4CCC(C4)C3C2=O)c1 (stereo unspecified),-1.9,-5,8,-29,-7,2,-7,1,0
CCN(CC)CCCN(Cc1cc2cc3c(cc2[nH]c1=O)OCO3)C(=O)Nc1ccccc1OC,-3.1,-12,2,-7,3,1,22,0,-12
COc1ccc(OC)c(/C=C/C(=O)OCC(=O)N2CCCC2)c1,1.5,2,2,8,0,1,-13,5,3
O=C(/C(=N\O)n1cncn1)c1ccc(Cl)cc1Cl,1.2,9,-9,5,8,0,27,3,-2
O=C(CSc1ccccc1)Nc1cccc(S(=O)(=O)N2CCCC2)c1,-0.3,-11,-25,6,-3,-1,28,0,-2
O=C(NCCN1C(=O)S/C(=C\c2ccccc2F)C1=O)C1CCN(S(=O)(=O)c2cccs2)CC1,0.2,-2,-10,-3,-5,0,-21,-1,13
Cc1cc(OC(=O)c2ccccc2Br)cc(=O)n1C,5.3,14,-19,30,-17,-3,7,9,10
O=C(CSc1nc2c(c(=O)[nH]1)CCC2)Nc1ccc(F)cc1,-1.5,9,1,3,5,-2,-9,11,13
CCOC(=O)Cn1c(-c2ccccc2)ccc(C#N)c1=O,-1.3,-2,24,9,-1,-1,5,4,11
CN(c1cccc(NC(=O)CN2C(=O)c3ccccc3S2(=O)=O)c1)S(C)(=O)=O,-3.9,6,-4,14,-19,-4,51*,18,-6
Cc1ccc(-c2nc3cccnc3s2)cc1NC(=O)c1ccco1,7.3,-66,-8,-74,1,-1,-20,-40,-10
COc1ccc(OC)c(S(=O)(=O)N2CCC(C(=O)NC3CCCC3)CC2)c1,-0.2,-21,-8,-23,-5,-5,-5,-13,-1
Cn1cc(C(=O)C(=O)N2CCc3ccccc32)c2ccccc21,2.3,4,-10,-3,11,0,12,8,-2
Cc1ccc(Cn2c(C)c3cnn(CC(=O)NC4CCCC4)c(=O)c3c2C)cc1,5.5,-8,13,-9,8,0,-18,-14,4
CCOc1ccc2nc(-c3ccccc3)nc(SCC(=O)Nc3ncc(C)s3)c2c1,19,7,0,11,4,21,75*,6,-20
COc1ccc(CN(CC(=O)NCCC(C)C)C(=O)CCC(=O)Nc2nccs2)cc1,-0.1,-41,6,-7,-4,1,-14,22,17
Cc1ccc(NC(=O)COC(=O)c2cc(=O)c3ccccc3o2)cc1F,-1.5,1,-5,2,-3,3,11,-11,8
O=C(C[n+]1ccn(-c2ccccc2)c1)c1ccc([N+](=O)[O-])cc1,2.4,16,-14,-1,-14,1,-3,29,-16
Cc1cccc(C(=O)NCN2CCN(c3ccccc3C#N)CC2)c1,x,x,0,x,-2,x,x,-2,-3
CCOc1ccccc1NC(=S)N1CCC(NC(=O)C(C)(C)C)CC1,0.6,-8,4,-9,-9,1,10,0,13
O=C(CCCn1c(=O)oc2ccccc21)N1CCc2ccccc2C1,0.9,-1,0,-12,-4,0,-21,-11,13
Clc1ccc(-c2cc(CN3CCCCC3)no2)cc1Cl,3.7,-25,6,-14,0,1,-21,-24,8
Nc1ncc(Br)cc1S(=O)(=O)NCCC(=O)NCc1ccc(F)cc1,-1.7,14,1,7,6,-2,26,-11,15
COc1cccc(-c2coc3c(C)c4oc(=O)c(CCC(=O)O)c(C)c4cc23)c1,1.5,9,-13,-15,0,1,-7,24,6
COC(=O)C1=C(C)Nc2c(c(=O)n(C)c(=O)n2C)C1c1ccncc1 (stereo unspecified),-0.3,17,-16,10,-2,1,25,-7,2
COc1ccc(OCC(=O)N/N=C/c2ccncc2)cc1,1.9,-5,9,-6,-8,1,4,-8,-10
O=C(Cc1ccc([N+](=O)[O-])cc1)N/N=C/c1ccccc1F,-0.2,18,3,1,-6,-2,28,5,2
CNS(=O)(=O)c1ccc(C(=O)NCC(=O)NCCC(c2ccccc2)c2ccccc2)cc1,0.6,7,2,8,3,1,-6,5,18
O=C(Nc1nccs1)c1csc2c1CCCC2,2.4,-27,3,-21,-18,1,-11,-25,-32
COCC(=O)Nc1c(C(=O)Nc2ccc3c(c2)OCO3)oc2ccccc12,6.4,-75,-6,-65,1,2,-80,-78,16
Cc1cccc(NCCC(=O)c2ccc([N+](=O)[O-])cc2)c1C,1.7,5,-1,13,-13,-1,-15,20,7
O=C(NCc1ccccc1)c1c(F)c(F)c(F)c(F)c1F,-0.4,-9,-2,-27,-3,-2,14,10,6
CC1CCN(C(=O)C(=O)Nc2sc3c(c2C(=O)O)CC(C)(C)OC3)CC1,0.8,9,1,-9,-12,-4,26,-8,-1

Reprinted at random: five entries already listed
structure,UPR CHOP act,Jurkat NFkB inh,EBI2 antag,697 NFkB inh,CXCR6 block,XBP1 UPR activ,Mdm2 MdmX PPI,Gli-Sufu block,CCR6 antagonist
Clc1ccc(-c2cc(CN3CCCCC3)no2)cc1Cl,3.7,-25,6,-14,0,1,-21,-24,8
O=C(C[n+]1ccn(-c2ccccc2)c1)c1ccc([N+](=O)[O-])cc1,2.4,16,-14,-1,-14,1,-3,29,-16
O=C(CCCn1c(=O)oc2ccccc21)N1CCc2ccccc2C1,0.9,-1,0,-12,-4,0,-21,-11,13
O=C(Cc1ccc([N+](=O)[O-])cc1)N/N=C/c1ccccc1F,-0.2,18,3,1,-6,-2,28,5,2
CCOc1ccccc1NC(=S)N1CCC(NC(=O)C(C)(C)C)CC1,0.6,-8,4,-9,-9,1,10,0,13

Additional results.
structure,UPR CHOP act,Jurkat NFkB inh,EBI2 antag,697 NFkB inh,CXCR6 block,XBP1 UPR activ,Mdm2 MdmX PPI,Gli-Sufu block,CCR6 antagonist
Cc1ccccc1S(=O)(=O)Cc1ccc(C(=O)NCCCN2CCCC2)o1,0.6,-3,-4,1,-6,-1,3,-1,2
CC(C)NC(=O)CSc1nc(N)c(-c2ccccc2)c(=O)[nH]1,-1.1,7,5,17,-1,2,4,3,2
COC(CNC(=O)CCc1c(C)nc2c(-c3ccc(F)cc3)c(C)nn2c1C)OC,0.8,-19,-1,-12,1,-2,-36,8,-14
CN(C(=O)COC(=O)C1CCN(S(=O)(=O)c2cccs2)CC1)c1ccccc1,0.7,3,4,5,5,-2,-17,-7,14
COc1ccc(NC(=O)NNC(=O)C(C)Oc2ccc3ccccc3c2)cc1OC (stereo unspecified),1.9,15,41,10,8,-5,9,-2,15
O=C(CSc1ncn[nH]1)c1ccc2c(c1)OCO2,-0.4,0,0,-3,7,2,4,-2,-1
COCCCNc1ccc([N+](=O)[O-])cc1C(=O)Nc1cccc(C)n1,-0.4,12,7,21,3,0,19,-16,11
O=C(NC1CCCc2ccccc21)C1CCN(S(=O)(=O)c2cccc(C(F)(F)F)c2)CC1 (stereo unspecified),1.0,-5,-2,2,-5,-3,24,1,-8
Cc1nc(N(C)C)c2sc(=S)n(C)c2n1,0.0,4,2,3,-2,3,11,1,3
COc1ccc(NS(=O)(=O)c2ccc(C(=O)N(C)Cc3ccc(C)o3)cc2)cc1,-1.2,-26,-4,-10,2,-1,26,1,7
CCOC(=O)/C(C#N)=C1/C=CN(c2ccc(C)cc2)C=N1,0.2,-23,2,-14,-9,-2,6,-42,-4
CN(C)S(=O)(=O)c1ccc2c(c1)nc(CCC(=O)Nc1ccc3c(c1)OCO3)n2C,-3.0,-11,-10,34,-2,-4,17,-6,6
CCN(CC)C(=O)CN(c1ccc(C)cc1)S(=O)(=O)c1ccc(SC)cc1,-1.3,-4,8,-18,5,-2,-35,-1,10
CCCN1CCN(S(=O)(=O)c2cc3c(cc2C)NC(=O)CO3)CC1,-0.5,-2,0,24,-1,0,22,8,9
Cc1ccc(C(=O)NC2CC(C)(C)NC(C)(C)C2)c(C)c1,-2.6,4,-7,14,11,-1,-11,9,12
O=C1NC(Cc2ccc(O)cc2)c2nc3ccc(Cl)cc3c(=O)n2-c2cc(Cl)ccc21 (stereo unspecified),0.3,-12,x,-4,x,-1,4,x,x
CC1(C)CC(=O)C2=C(C1)NC1=C(C(=O)c3ccccc31)C2c1cc([N+](=O)[O-])ccc1O (stereo unspecified),-0.5,10,-4,-5,29,-1,13,1,44
Clc1ccc(CSc2ccc(-c3cccnc3)nn2)cc1,3.0,2,1,23,-8,2,-30,9,3
CC(=O)c1sc2nsc(SCCN3CCOCC3)c2c1N,5.6,12,-5,4,-6,0,8,-18,-9
CCOCCCNc1nc2ccccc2[nH]1,-0.3,-15,-4,-1,-1,-4,2,-76,0
COc1ccc(CN(C)Cc2c(O)ccc3cc(Br)ccc23)cc1OC,-0.8,-14,11,-26,-1,-2,19,3,20
CC(=O)Nc1ccc(C2NC(=O)CCC2[N+](=O)[O-])cc1 (stereo unspecified),-1.5,-10,-3,9,2,-5,-17,3,8

Taken from above.
Jurkat NFkB inh result of `CCN(CC)C(=O)CN(c1ccc(C)cc1)S(=O)(=O)c1ccc(SC)cc1` : -4
CCR6 antagonist result of `CCOC(=O)C1CCCN(CCC(=O)Nc2ccccc2)C1` (stereo unspecified) : -1
